G9a block: qHTS Assay for Inhibitors of Histone Lysine Methyltransferase G9a; Histone-lysine N-methyltransferase EHMT2 (Homo sapiens), Q96KQ7; G9a H3K9 monomethylation, AlphaScreen, 2 h; Potency, µM (highest dose often 102 µM), for inactives: at the highest dose activity, negative = inhibition, most hits filed as inhibitors; 350,000 tested, 8.8% active; AID 504332, 2011; further: potency means the concentration at half of the fitted maximal effect; on the % scale 0 is the no-effect control and ±100 the full control effect; nearly all actives have a fitted effect of over 75% in size
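G9a (20 nM) was preincubated 15 min with compound, then reacted 2 h at room temperature with 500 nM biotin-H3K9 peptide and 20 µM SAM. Monomethyl-H3K9 detected by AlphaScreen using anti-H3K9me1 antibody.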
JMJD2A Tudor: qHTS Assay for Inhibitors of JMJD2A-Tudor Domain | AlphaScreen JMJD2A-Tudor / H3K4me3 peptide binding | Potency, µM (titrated, usually from 114 µM), without a hit: at the highest dose activity change, negative = inhibition, hits mostly inhibitors | 390,000 tested, 4.4% active | AID 504339, 2011; further: potency means the concentration at half of the fitted maximal effect; on the % scale 0 is the no-effect control and ±100 the full control effect; nearly all actives have a fitted effect of over 50% in size
HP1b binding inh: HTS for Inhibitors of HP1-beta Chromodomain Interactions with Methylated Histone Tails | Chromobox protein homolog 1 (Homo sapiens), P83916 | AlphaScreen HP1-beta / biotin-H3K9me3 peptide binding | Potency, µM (titrated, usually from 114 µM), without a hit: at the top dose activity change, negative = inhibition, most hits filed as inhibitors | 390,000 tested, 0.56% active | AID 540317, 2011; further: potency means the concentration at half of the fitted maximal effect; nearly all actives have a fitted effect of over 70% in size; inactives centre near 23
Target sequence (P83916 whole entry, looked up): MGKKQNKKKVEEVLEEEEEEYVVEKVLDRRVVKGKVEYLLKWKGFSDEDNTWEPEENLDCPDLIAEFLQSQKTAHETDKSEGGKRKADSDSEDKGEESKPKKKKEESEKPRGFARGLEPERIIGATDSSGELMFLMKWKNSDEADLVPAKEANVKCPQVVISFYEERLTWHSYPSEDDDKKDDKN
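AlphaScreen: HP1-beta (50 nM) preformed 30 min with biotin-H3(1-18)K9me3 peptide (50 nM) in PBS pH 7.4, 0.01% Tween-20. Compound added for 30 min at RT, then streptavidin donor/nickel chelate acceptor beads (10 ug/mL) for 30 min.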
Pin1 inh: qHTS Assay to Find Inhibitors of Pin1; Peptidyl-prolyl cis-trans isomerase NIMA-interacting 1 (Homo sapiens), Q13526; Pin1 FP peptide displacement, HiFluor488, 10 min; Potency, µM (top dose mostly 115 µM), inactives show at the highest dose activity, negative = inhibition, hits mostly inhibitors; 390,000 tested, 0.009% active; AID 504891, 2011; active means well fitted inhibition curve with a large enough effect in the polarisation, with a control signal flat, not every such curve was filed as active; inconclusive means small, poorly fitted or top-dose-only effect, or effect the other way, or a change in a side signal; inactive means no such curve, though single readings can be large or run the other way; the % refers to the polarisation; further: potency means the concentration at half of the fitted maximal effect; on the % scale 0 is the no-effect control and ±100 the full control effect
Target sequence (Q13526 whole entry, looked up): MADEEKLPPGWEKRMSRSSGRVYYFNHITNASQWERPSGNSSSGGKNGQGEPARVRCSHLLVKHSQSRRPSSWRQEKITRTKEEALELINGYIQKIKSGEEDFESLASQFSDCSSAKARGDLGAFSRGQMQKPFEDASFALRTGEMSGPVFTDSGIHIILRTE
GLS inhibitor: qHTS for Inhibitors of Glutaminase (GLS). GLS enzymatic activity, qHTS titration. Potency, µM (series often up to 45.5 µM), for the others: top-dose activity change, negative = inhibition, hits mostly inhibitors. Glutaminase kidney isoform, mitochondrial (Homo sapiens), O94925. 410,000 tested, 0.21% active. AID 624170, 2012; further: potency means the concentration at half of the fitted maximal effect; on the % scale 0 is the no-effect control and ±100 the full control effect
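Enzyme dispensed in phosphate buffer (45 mM, pH 8.2, 0.02% Tween-20), compounds pinned in, then 1 mM L-glutamine solution and the glutamate oxidase–HRP–Amplex Red mix added; fluorescence read immediately and again after 30 min at room temperature.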
ERG-DNA inh: qHTS for Small Molecule Inhibitors of the ERG Ets/DNA interaction; 370,000 tested, 0.028% active; Potency, µM (series often up to 76.9 µM), inactives show at the highest dose FP activity, negative = inhibition, most hits filed as inhibitors; fluorescence polarization, His-ERG Ets domain / labelled DNA; active means well fitted inhibition curve with a large enough effect in the polarisation, with a control signal flat; inconclusive means small, poorly fitted or top-dose-only effect, or effect the other way, or a change in a side signal; inactive means no such curve, though single readings can be large or run the other way; the % refers to the polarisation;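 further: polarization taken with two DNA probes labelled with fluorescein and Texas red; potency means the concentration at half of the fitted maximal effect; % of control where 0% means no effect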
Target sequence (P11308 whole entry, looked up, the tested form may be a part): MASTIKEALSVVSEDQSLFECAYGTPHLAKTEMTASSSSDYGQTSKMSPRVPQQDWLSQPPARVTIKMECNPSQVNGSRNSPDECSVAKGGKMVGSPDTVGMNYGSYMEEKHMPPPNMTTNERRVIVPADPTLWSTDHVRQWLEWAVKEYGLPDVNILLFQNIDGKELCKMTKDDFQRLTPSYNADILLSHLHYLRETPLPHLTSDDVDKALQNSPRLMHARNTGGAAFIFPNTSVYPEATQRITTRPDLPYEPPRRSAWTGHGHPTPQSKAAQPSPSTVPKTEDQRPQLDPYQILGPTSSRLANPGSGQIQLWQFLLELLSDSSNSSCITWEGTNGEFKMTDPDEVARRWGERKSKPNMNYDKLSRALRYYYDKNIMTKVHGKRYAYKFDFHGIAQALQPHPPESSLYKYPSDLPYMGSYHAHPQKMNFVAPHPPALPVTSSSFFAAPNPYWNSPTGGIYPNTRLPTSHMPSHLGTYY
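His-tagged ERG Ets domain (1 uM in the protein solution; 300mM KCl, 50mM Tris-HCl, 1mM EDTA, 1mM DTT, pH 7.5) received compound, then a probe mix of 5 nM fluorescein-DNA and 100nM Texas-615-DNA. Fluorescence polarization was read for both dyes.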
PI4K2A block: qHTS for small molecular inhibitors of PI4K2A. Phosphatidylinositol 4-kinase type 2-alpha (Homo sapiens), Q9BTU6. purified PI4K2A, ADP-Glo luminescence, 1 h; stronger effect = lower value. activity change, negative = inhibition, % at 76.9 µM. 420,000 tested, 0.13% active; in the data active means activity change below about -50%; inconclusive means mostly about -30% to -49%;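 further: -100% = wells without enzyme as full effect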
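In this quantitative HTS, ADP production by PI4K2A was quantified luminescently after 1 h at ambient temperature; 100 microM adenosine served as plate-quality control.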
Tb PGK inh: qHTS Assay to Find Inhibitors of Phosphoglycerate Kinase | Phosphoglycerate kinase, glycosomal (Trypanosoma brucei brucei), P07378 | PGK/GAPDH coupled, Kinase-Glo luminescence, 60 min | Potency, µM (series often up to 57.5 µM), without a hit: at the top dose activity change, negative = inhibition, actives largely listed as inhibitors | 380,000 tested, 0.043% active | AID 602233, 2012; further: potency means the concentration at half of the fitted maximal effect; on the % scale 0 is the no-effect control and ±100 the full control effect; nearly all actives have a fitted effect of over 60% in size
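Luminescent ATP detection (Kinase-Glo Plus) follows a 60-minute room-temperature incubation, with wells lacking PGK as controls. Buffer: 100 mM TEA (pH 7.6), 5 mM MgCl2, 0.01% Tween-20. Coupling enzyme GAPDH (100 nM final) supplies unstable 1,3-BPG in-well.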
BAZ2B block: qHTS Assay for Inhibitors of BAZ2B; AID 504333, 2011; Potency, µM (highest dose often 114 µM), for the others: top-dose activity change, negative = inhibition, actives largely listed as inhibitors; 360,000 tested, 4.4% active; AlphaScreen BAZ2B-H3K14Ac peptide displacement; further: potency means the concentration at half of the fitted maximal effect; on the % scale 0 is the no-effect control and ±100 the full control effect; nearly all actives have a fitted effect of over 60% in size
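BAZ2B 50 nM plus b-H3(5-23)K14Ac 50 nM, PBS pH 7.4/0.01% Tween-20, 30 min RT; compound added (max 110 uM), 30 min RT; streptavidin donor/Ni-chelate acceptor beads 10 ug/mL final, 20 min dark; AlphaScreen read.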
Starred values were filed as active, the others as inactive; i = inactive; u = inconclusive; x = not tested or not shown; [ ] = another dose, or the depositor's remark. Unless noted, the call rests on the fitted dose curve; in most records, active means well fitted curve in the direction sought with a large enough effect; inconclusive means small, poorly fitted or top-dose-only effect, or another doubt; inactive means no such curve, though single readings can be large; an effect the other way counts as inactive or inconclusive.

SMILES | G9a block | JMJD2A Tudor | HP1b binding inh | Pin1 inh | GLS inhibitor | ERG-DNA inh | PI4K2A block | Tb PGK inh | BAZ2B block
CCOC(=O)C1CCN(CCC(=O)Nc2ccccc2OC)CC1 | u | -5% | 22% | 4% | 7% | 0% | -3 | i | -12%
CCN(CC(=O)Nc1ccc(NC(C)=O)cc1)C(=O)c1ccc(N(C)S(=O)(=O)c2ccc(C)cc2)cc1 | x | -9% | 35% | 1% | 0% | -8% | 1 | 1% | x
O=C(COc1ccccc1)NCc1ccc2c(c1)OCO2 | 14% | -11% | 70%[activator] | -2% | 4% | x | -1 | x | 27%
COc1ccccc1C(=O)COC(=O)C(NC(=O)Cc1ccccc1)C(C)C (stereo unspecified) | x | -5% | 27% | 4% | 2% | 6% | 0 | -1% | x
COc1ccc(CN2CCC(n3nccc3NC(=O)c3cccc(F)c3)CC2)cc1O | 34% | u | 40%[activator] | 0% | 25% | 10% | -8 | i | -35%
CCN(CC)CCCC(C)NC1=NCCCCC1 (stereo unspecified) | 0% | 2% | 22% | -9% | 1% | -4% | -6 | -3% | 9%
Cc1ccc(C)c(N2C(=O)N(Cc3cccc(C(F)(F)F)c3)c3ccccc3S2(=O)=O)c1 | 3%[59 µM] | -15% | 18% | -5% | 8% | 0% | -3 | -6% | -3%
COc1cc(N2CCC(O)CC2)ccc1Nc1nnc(Cl)c(Nc2ccccc2S(C)(=O)=O)n1 | x | u | -7% | 2% | 38%[activator] | -7% | 5 | -7% | x
C#CCOCCOCCOCCNc1nc(N2CCN(C(=O)[C@H](CCCCN)n3cc(CN)nn3)CC2)nc(N2CCN(C(=O)[C@H](CCC(=O)O)n3cc([C@@H](N)[C@H](C)CC)nn3)CC2)n1 | x | 56µM* | 4% | 4% | 7% | 1% | -6 | 0% | x
O=C(O)C1(Nc2ccccc2Cl)CCCC1 | x | 0% | 23% | -3% | 8% | -5% | 6 | -2% | x
CC(=O)Oc1ccccc1/C=C1\CCOC1=O | u | -19% | 21% | -6% | 1% | x | 1 | 0% | 1%
COc1ccccc1CN=C1NC(=O)C(CC(=O)Nc2ccc(OC)c(OC)c2)S1 (stereo unspecified) | 2%[12.7 µM] | -11% | 22% | -4% | -2% | 4% | -8 | -1% | 10%
CCCC(=O)N(c1ccc2oc(C)c(C(C)=O)c2c1)S(=O)(=O)c1ccc(C)c([N+](=O)[O-])c1 | -7%[59 µM] | -13% | 34% | -4% | -1% | -3% | -3 | -1% | 5%
Cc1cccc(N2CCN(C(=O)c3cc4c(=O)n(C)c5ccccc5c4s3)CC2C)c1 (stereo unspecified) | 8%[59 µM] | -20% | 22% | 1% | -8% | -7% | -2 | 3% | x
N#CC1=C(O)C(c2ccccc2)n2c1nc(=O)c1ccccc12 (stereo unspecified) | 25µM* | -20% | 30% | 17% | 12% | -4% | -1 | 0% | u
O=C(CSc1ccc(Cl)cc1)Nc1ccccc1N1CCN(C(=O)c2ccc(Cl)cc2)CC1 | 0%[59 µM] | -17% | 4% | 0% | 5% | -10% | -1 | -3% | 4%
CC(=O)c1ccc(NC(=O)N[C@@H](CC(C)C)C(=O)O)cc1 | -45% | 4% | 31% | 2% | -4% | 0% | 10 | i | -2%
CCOC(=O)C1CCN(S(=O)(=O)c2ccc(C)c(C)c2)CC1 | u | 9% | 42%[activator] | -1% | -4% | -4% | -3 | -7% | -25%
Cc1cccc(OCc2nnc(SCc3cc(=O)n4cc(Br)ccc4n3)o2)c1 | 4%[59 µM] | -16% | 46%[activator] | 14% | 1% | -5% | -10 | -7% | 18%
CN(c1ccc(F)cc1)S(=O)(=O)N1CCCC(C(=O)NCCc2ccccc2)C1 (stereo unspecified) | -22%[59 µM] | 3% | 29% | -16% | -2% | 7% | -2 | i | -7%

Part of the list above, showing only Tb PGK inh:
mol,Tb PGK inh
CC(=O)c1ccc(NC(=O)N[C@@H](CC(C)C)C(=O)O)cc1,i
O=C(CSc1ccc(Cl)cc1)Nc1ccccc1N1CCN(C(=O)c2ccc(Cl)cc2)CC1,-3%
CC(=O)Oc1ccccc1/C=C1\CCOC1=O,0%
CN(c1ccc(F)cc1)S(=O)(=O)N1CCCC(C(=O)NCCc2ccccc2)C1 (stereo unspecified),i
CCCC(=O)N(c1ccc2oc(C)c(C(C)=O)c2c1)S(=O)(=O)c1ccc(C)c([N+](=O)[O-])c1,-1%
O=C(O)C1(Nc2ccccc2Cl)CCCC1,-2%

Part of the list above in order of heavy-atom count, high to low:
SMILES | G9a block | JMJD2A Tudor | HP1b binding inh | Pin1 inh | GLS inhibitor | ERG-DNA inh | PI4K2A block | Tb PGK inh | BAZ2B block
C#CCOCCOCCOCCNc1nc(N2CCN(C(=O)[C@H](CCCCN)n3cc(CN)nn3)CC2)nc(N2CCN(C(=O)[C@H](CCC(=O)O)n3cc([C@@H](N)[C@H](C)CC)nn3)CC2)n1 | x | 56µM* | 4% | 4% | 7% | 1% | -6 | 0% | x
CCN(CC(=O)Nc1ccc(NC(C)=O)cc1)C(=O)c1ccc(N(C)S(=O)(=O)c2ccc(C)cc2)cc1 | x | -9% | 35% | 1% | 0% | -8% | 1 | 1% | x
Cc1cccc(N2CCN(C(=O)c3cc4c(=O)n(C)c5ccccc5c4s3)CC2C)c1 (stereo unspecified) | 8%[59 µM] | -20% | 22% | 1% | -8% | -7% | -2 | 3% | x

Going on with the list.
SMILES | G9a block | JMJD2A Tudor | HP1b binding inh | Pin1 inh | GLS inhibitor | ERG-DNA inh | PI4K2A block | Tb PGK inh | BAZ2B block
NS(=O)(=O)c1ccc(NC(=O)c2ccc(CNS(=O)(=O)c3cc(C(F)(F)F)ccc3Cl)cc2)cc1 | x | -15% | 27% | 11% | 1% | -11% | 4 | -5% | -7%
COc1cccc(NC(=O)Cc2nnc(SCC(=O)NC3CCCC3)n2C)c1 | -5% | 0% | -1% | 9% | 11% | 4% | -3 | i | 2%
CCC(Sc1nc2ccccc2c2nc(CCc3c(C)n[nH]c3C)nn12)C(=O)Nc1ccccc1F (stereo unspecified) | -5%[59 µM] | -18% | 31% | -4% | -15% | 6% | 0 | i | -1%
Cc1nc2c(C)cccc2c2c1CCN2c1ccccc1F | 3% | 1% | 26% | -3% | 0% | 3% | -6 | -8% | 8%
O=C(O)c1ccc(/C=N/NC(=O)c2ccc3c(c2)OCCO3)cc1 | -22% | -6% | 33% | -3% | -8% | -19% | 3 | i | -1%
CCOC(=O)C(C(=O)OCC)N(C#N)c1nc(SC)nc(N(C)C)n1 | 0% | 5% | 44% | -1% | 26% | 7% | -8 | 7% | 5%
CC(=O)c1cc2c(cc1NC(=O)CCn1cnnn1)OCO2 | 40µM* | -1% | 42%[activator] | 3% | -2% | 1% | -1 | 6% | 4%
COCCCN(C(=O)Cc1ccc(Cl)c(Cl)c1)c1c(N)n(Cc2ccccc2)c(=O)[nH]c1=O | x | -3%[11.4 µM] | 10% | -1% | -5% | 4% | 8 | -5% | -12%
CS(=O)(=O)N1CCC(C(=O)Nc2ccc(F)c(Cl)c2)CC1 | -20% | -9% | 15% | -6% | 12% | 3% | 0 | -6% | 5%
CCCCCCn1c(CN2CCCC(C)C2)nc2c1c(=O)n(C)c(=O)n2C (stereo unspecified) | -8%[59 µM] | -4%[57.1 µM] | 42%[activator] | 30%[activator] | -3% | 0% | -7 | i | -5%
C/C(N)=C(/C#N)C(=O)CSc1nc2ccc(C)cc2[nH]1 | 16µM* | -30% | 6% | 3% | 0% | 2% | -1 | -9% | -36%
O=C(O)c1sccc1S(=O)(=O)N1CCOCC1 | -3%[12.7 µM] | -5% | 46%[activator] | -3% | 0% | 3% | -3 | 9% | 6%
CS(=O)(=O)Nc1ccc(C(=O)Nc2ccccc2C(=O)N2CCCC2)cc1 | -29%[12.7 µM] | -12% | 13% | -10% | -13% | 3% | 2 | -3% | 2%
Cn1c(=O)c2cc(S(=O)(=O)NC(C(=O)Nc3cccc(F)c3)c3ccccc3)ccc2n(C)c1=O (stereo unspecified) | 18µM* | -13% | 44% | 10% | -4% | -4% | 1 | 9% | -14%
COc1cc(C)c(-c2[nH]ncc2-c2csc(C)n2)c(O)c1 | 22%[59 µM] | -31% | 1% | -2% | 43%[activator] | 0% | -2 | i | -10%
Cc1ccc(C(=O)NC2CCCCCC2)o1 | 19%[59 µM] | -1% | 34% | -2% | -4% | -1% | 2 | -1% | 6%
Cc1ncc(CN2CCN(C3CCCC3)C(CCO)C2)s1 (stereo unspecified) | 0% | -5% | 7% | -3% | -15% | -3% | -3 | -1% | -19%
Cc1ccccc1-c1nc(C(N)=O)c2c(n1)n(-c1ccc3c(c1)OCO3)c(=O)n2C | -2%[59 µM] | -9% | 33% | -4% | -7% | -16% | -14 | -1% | u
CCn1c(NC(=O)c2ccccc2)c(-c2cccs2)c(=O)c2ccccc21 | -10% | -12% | 17% | -1% | -6% | -11% | 8 | -4% | -1%

Screening results: PubChem, National Center for Advancing Translational Sciences (NCATS)
